# KOR beta-arrestin-1 – KOR agonists, beta-arrestin recruitment, primary screen, cell-based, luminescence, uHTS (AID 1777). KOR beta-arrestin recruitment, luminescence; higher % means a stronger effect. hit rate 0.02% among 280,000. activation, % at 10 µM, or EC50 in µM where a hit was titrated; in the data active = activation above about 50%, passing the limit was not always enough; also: a part of the inactive calls stands beside numbers as strong as those of hits
# NOD2 inhibition – inhibition of NOD2-driven NF-kB reporter – cell-based, luminescence, uHTS, HEK293 (AID 1566); inhibition, % at 4 µM; hits with a dose series show EC50 in µM; hit rate 0.63% among 290,000; HEK293 NOD2/NF-kB luciferase reporter, luminescence; higher % means a stronger effect; also: many of its hits are not listed in these tables
# KOR beta-arrestin-2 – kappa opioid receptor blockers – cell-based, luminescence, uHTS (AID 1778). KOR beta-arrestin recruitment, luminescence, antagonist mode; higher % means a stronger effect. one-dose inhibition, % at 10 µM; IC50 in µM for titrated hits. hit rate 0.091% among 290,000; also: strong numbers were not always called active
# NOD1 inhibition – NOD1 signaling inhibitors, primary screen, cell-based, luminescence, uHTS (AID 1578); NOD1-driven NF-kB luciferase reporter cells, luminescence; higher % means a stronger effect; one-dose inhibition, % at 4 µM; EC50 in µM for titrated hits; hit rate 1% among 290,000; in the data active = inhibition mostly above about 36%, no sharp cut-off; inactive = mostly below about 34%;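 also: HEK-293T reporter cells stimulated with the NOD1 agonist gamma-tri-DAP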
# TNAP activators – stimulation of alkaline phosphatase TNAP activity – biochemical, luminescent, no phosphate acceptor, uHTS, primary screen (AID 1001); purified TNAP, luminescent activation assay, no phosphate acceptor; higher activation fold means a stronger effect; activation fold at 20 µM, or EC50 in µM where a hit was titrated; hit rate 0.03% among 200,000; in the data active = activation fold from about 3, or a potency from the dose series; inactive = the rest, 99 in 100 with activation fold below about 1.6; also: many of its hits are not listed in these tables
# Yfh1-off respiration – mitochondrial function rescue without frataxin homolog – Friedreich's ataxia, plus single-dose screen, dose response (AID 1465); one-dose fold induction at 50 µM; EC50 in µM for titrated hits; hit rate 0.074% among 220,000; S. cerevisiae Yfh1-off respiration, WST-1 reduction, 72 h; higher fold induction means a stronger effect;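 active = fold induction of absorbance versus untreated yeast above a set limit, then at least 30% activation at any dose in follow-up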;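 also: activators that raise dye reduction in frataxin-depleted yeast; strong numbers were not always called active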
# GPR55 activation – GPR55 agonists via beta-arrestin recruitment, primary screen, imaging, U2OS cells, beta-arrestin-GFP redistribution (AID 1961) | hit rate 0.048% among 290,000 | U2OS GPR55 beta-arrestin-GFP redistribution imaging; higher % means a stronger effect | activation, % at 10 µM, or EC50 in µM where a hit was titrated;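 active = activation above 40% with more than 50 cells counted in the well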;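 also: U2OS osteosarcoma cells stably expressing GPR55 and beta-arrestin-GFP; plate controls were DMSO negative control for no effect and LPI positive control for full effect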
# ER stress rescue – protection against thapsigargin-triggered cell killing – 384-well, CSM14.1, ATP luminescence, primary screen (AID 1222) | CSM14.1 thapsigargin-induced death rescue, ATP luminescence; higher % means a stronger effect | cellular ATP content (survival), % at 20 µM, or EC50 in µM where a hit was titrated | 190,000 tested, under 10 active;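 active = EC50 below 50 µM in the dose-response confirmation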;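 also: death triggered by thapsigargin at about 15 µM added after 2 h compound pretreatment; cell ATP read after overnight thapsigargin exposure of roughly 18 to 22 hours; normalized against plate controls of thapsigargin alone and 5% DMSO vehicle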
# NTR1 agonist – agonists of NTR1, primary screen, imaging, U2OS cells, beta-arrestin-GFP, high content (AID 493036) | P30989 | NTR1-U2OS beta-arrestin-GFP spot imaging, agonist mode | activation, % at 20 µM | hit rate 0.17% among 330,000;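 active = activation at or above 40% of the spot to cytoplasm intensity ratio, with at least 20 cells analyzed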;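 also: 0% = DMSO without peptide and 100% = 100 nM NTR1 peptide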
# Target sequence (P30989 whole entry, looked up): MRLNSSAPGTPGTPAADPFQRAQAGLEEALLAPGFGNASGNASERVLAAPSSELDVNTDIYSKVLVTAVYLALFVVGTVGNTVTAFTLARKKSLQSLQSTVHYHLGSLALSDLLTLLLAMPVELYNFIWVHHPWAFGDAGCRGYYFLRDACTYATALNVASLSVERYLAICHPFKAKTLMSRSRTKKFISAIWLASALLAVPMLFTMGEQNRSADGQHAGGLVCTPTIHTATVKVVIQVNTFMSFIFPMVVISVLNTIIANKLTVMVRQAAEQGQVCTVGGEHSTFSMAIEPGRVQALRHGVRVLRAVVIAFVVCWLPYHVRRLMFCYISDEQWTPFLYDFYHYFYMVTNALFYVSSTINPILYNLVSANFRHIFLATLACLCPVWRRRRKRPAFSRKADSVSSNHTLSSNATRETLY
# NTR1 agonist cell count 20 µM – recorded beside NTR1 agonist, whose call it bears; cell count; measured here: cell count, cytotoxicity flag
# The depositor's hits bear a star; i = inactive; . = no result given; [ ] = dose if it differs, or a comment. Rule as the data show it, unless noted: active = inhibition above about 50%; inactive = the rest. Only part of the results is shown; rates above refer to the full screens.
SMILES,KOR beta-arrestin-1,NOD2 inhibition,KOR beta-arrestin-2,NOD1 inhibition,TNAP activators,Yfh1-off respiration,GPR55 activation,ER stress rescue,NTR1 agonist,NTR1 agonist cell count 20 µM
O=[N+]([O-])c1ccccc1N/N=C/c1cc2ccccc2nc1Cl,-3.6%,-28%,-11%,-100%,0.9,i,0.0%,-4.4%,12,57
C/C=C/C(=O)OCC(=O)Nc1cc([N+](=O)[O-])ccc1Cl,8.0%,10%,20%,-11%,1.1,i,0.0%,1.5%,0.5,50
CC(=O)Nc1ccccc1Sc1ccc2c3c(cccc13)C(=O)N(c1ccc(C)cc1)C2=O,2.8%,6%,-25%,-2%,1.2,i,-0.3%,-3.7%,-1.1,94
Cc1noc(C)c1CNCc1ccccc1,4.0%,-17%,-12%,9%,.,.,0.0%,.,-0.8,67
COc1ccc(N2CC(C(=O)N3CCN(c4ccccc4)CC3)CC2=O)cc1 (stereo not drawn),-0.3%,8%,-4%,-19%,.,.,-0.1%,.,0.8,56
CCCCOc1ccc(/C(O)=C2/C(=O)C(=O)N(Cc3cccnc3)C2c2ccncc2)c(C)c1 (stereo not drawn),1.0%,-1%,40%,-17%,1,i,-0.2%,-4.0%,0.8,56
O=C(NNC1OC(CO)C(O)C(O)C1O)c1cccc(Br)c1 (stereo not drawn),-2.9%,18%,10%,-10%,1.1,i,0.4%,-2.1%,1.0,33
COC(=O)c1ccc(/C=N/NC(=O)CC(=O)NC(C)C)cc1,14%,1%,-25%,7%,1.1,i,-0.1%,4.0%,-1.0,39
COc1ccc(C(=O)NCc2nnc(SCC(=O)N3CCc4ccccc43)n2Cc2ccccc2)cc1,-1.0%,8%,8%,-15%,1,i,-0.2%,-0.4%,0.1,62
Cc1c(C(=O)N2CC[C@@H](N3CCC(O)CC3)[C@H](O)C2)[nH]c2ccc(Cl)cc12,3.9%,-9%,-43%,-22%,.,.,0.3%,.,-1.0,47
N#C/C(=C\c1cccs1)C(=O)N1CCOCC1,0.2%,14%,9%,-7%,.,i,-0.2%,.,-0.1,41
CC(C)C(=O)Nc1cc(S(=O)(=O)Nc2cccc(Cl)c2)ccc1Cl,-1.7%,15%,-6%,51%,1.1,i,-0.2%,-1.1%,-1.0,81
Cc1nn(-c2ccccc2)c(C)c1P(=O)(c1ccccc1)N(C)C (stereo not drawn),1.4%,1%,18%,-1%,1.1,i,0.2%,0.2%,-0.9,37
Cc1c(C(=O)Nc2ccc(Cl)cc2)c2ccccn2c1C(=O)c1ccc(F)cc1,0.0%,14%,-70%,-27%,1.1,i,-0.1%,0.4%,-0.8,75
Cc1nn(Cc2ccc(Br)cc2)c(C)c1NC(=O)c1nn(C)cc1Cl,0.5%,-2%,-28%,-17%,1,i,0.2%,-2.3%,-0.7,45
O=C(O)c1ccccc1Nc1ccnc(Cl)n1,2.0%,9%,9%,-3%,.,i,0.8%,.,1.5,53
O=C(COc1ccc(S(=O)(=O)NC2CCCCC2)cc1)NCc1cccnc1,2.8%,-5%,20%,-9%,1.1,i,-0.2%,-0.2%,0.9,50
CC(=O)c1ccc(OCC(=O)Nc2ccc3nc(C)sc3c2)cc1,-5.0%,15%,-24%,-18%,1.2,i,-0.1%,3.5%,1.1,59
Nc1ccc(C(=O)N/N=C\C=C\c2ccc([N+](=O)[O-])cc2)cc1,6.2%,13%,-41%,-4%,0.9,i,0.2%,-1.1%,0.7,37
CCOc1cc([N+](=O)[O-])cc2c1C(=O)Nc1ccccc1O2,2.3%,16%,-8%,-10%,1,i,0.2%,0.1%,-2.7,90

# Profiles, looked up by structure. Values in the order: KOR beta-arrestin-1 | NOD2 inhibition | KOR beta-arrestin-2 | NOD1 inhibition | TNAP activators | Yfh1-off respiration | GPR55 activation | ER stress rescue | NTR1 agonist | NTR1 agonist cell count 20 µM
# O=[N+]([O-])c1ccccc1N/N=C/c1cc2ccccc2nc1Cl is entered as -3.6% | -28% | -11% | -100% | 0.9 | i | 0.0% | -4.4% | 12 | 57
# COC(=O)c1ccc(/C=N/NC(=O)CC(=O)NC(C)C)cc1 is entered as 14% | 1% | -25% | 7% | 1.1 | i | -0.1% | 4.0% | -1.0 | 39

# (continued)
SMILES,KOR beta-arrestin-1,NOD2 inhibition,KOR beta-arrestin-2,NOD1 inhibition,TNAP activators,Yfh1-off respiration,GPR55 activation,ER stress rescue,NTR1 agonist,NTR1 agonist cell count 20 µM
Cc1c(C(=O)Nc2ccc(C(=O)O)cc2)cnn1C,-3.3%,6%,12%,-18%,1.1,i,0.0%,2.3%,-0.6,40
COc1cc(-c2nc(CN(C)C(C)c3ccncn3)c(C)o2)ccc1F (stereo not drawn),-0.5%,0%,-17%,-47%,1.1,i,0.1%,0.7%,-0.4,46
Cc1ccc(S(=O)(=O)Nc2cc(C)cn(Cc3ccccc3)c2=O)cc1,2.4%,19%,-22%,-12%,.,.,-0.1%,.,4.7,47
CC(=O)NC1C(Oc2ccccc2C)OC(CO)C(O)C1O (stereo not drawn),.,0%,-16%[20 µM],-16%,1.1,i,-0.2%,-0.7%,-0.1,65
O=C1COc2ccc(C(=O)CCl)cc2N1,4.4%,40%,29%,33%,.,i,2.5%,.,0.5,41
CCC1=C(OC(=O)N(CC)CC)N2C(=O)OC(=NCC3CC3)[C@]2(Cc2ccccc2)[C@H]2C1=CC[C@H]1C(=O)N(CC(=O)OC)C(=O)[C@H]12,-3.7%,1%,3%,1%,.,i,0.8%,.,8.1,91
CCCc1cc(NCCCN2CCOCC2)n2c(nc3ccccc32)c1C#N,-7.6%,10%,-9%,-2%,1.2,i,-0.5%,0.1%,1.5,38
CC(=O)Nc1ccc(NC(=O)C(Cc2ccccc2)NC(=O)C2CCC(C)CC2)cc1 (stereo not drawn),-3.3%,17%,11%,6%,1.1,i,1.2%,-2.0%,0.6,81
COCCn1cc(C(=O)c2cc(Br)ccc2O)cc(C#N)c1=O,-4.9%,16%,12%,-12%,1.4,i,0.1%,0.4%,-0.7,86
O=[N+]([O-])c1cc(S(=O)(=O)Nc2ccccc2)ccc1N1CCN(c2ccc(O)cc2)CC1,25%,2%,-10%,30%,1,i,-0.3%,-4.3%,7.4,50
O=[N+]([O-])c1ccc(/C=N/NS(=O)(=O)c2ccc(Cl)cc2)o1,-0.8%,9%,-4%,-32%,0.8,i,-0.4%,-4.1%,.,.
COc1ccc(CC(=O)Nc2ccccc2C(=O)NCCc2ccccc2)cc1,2.9%,12%,-48%[20 µM],56%,.,.,-0.4%,.,-1.3,52
CC1CCN(C(=O)c2ccc(S(=O)(=O)Cc3cccc(F)c3)c([N+](=O)[O-])c2)CC1,4.2%,.,-4%,.,1,i,-0.2%,-2.2%,0.6,63
O=C(C1CCN(C2CC(=O)N(c3cccc(Cl)c3)C2=O)CC1)N1CCCCCC1 (stereo not drawn),-0.6%,1%,-9%,-16%,1.1,i,-0.1%,-2.2%,-0.3,64
COc1ccc(N(C(=O)c2cc3ccccc3oc2=O)C2C=CS(=O)(=O)C2)cc1 (stereo not drawn),-2.2%,-1%,9%,-51%,1,i,0.0%,.,-0.5,53
CNc1oc(-c2ccccc2F)nc1S(=O)(=O)c1ccc(C)cc1,5.7%,-11%,-25%,-33%,.,.,0.2%,.,-0.2,64
Cc1cc(N2CCN(c3ccccn3)CC2)n2c(nc3ccccc32)c1C#N,5.5%,4%,-11%,-14%,1.3,i,0.2%,0.2%,.,.
CCOC(=O)c1cc(=O)n(-c2ccc(Cl)cc2C)[nH]1,-3.9%,15%,10%,-21%,1.1,i,0.7%,-2.9%,-0.5,58
COc1ccccc1C(=O)NCCNc1nc2cc(C)cc(C)c2cc1C#N,-1.9%,17%,-23%,14%,.,.,-0.1%,.,3.1,55
N#Cc1ccc(OCC(=O)Nc2cc(S(=O)(=O)N3CCCCC3)ccc2N2CCCCC2)cc1,7.7%,5%,2%,-28%,1.1,i,0.2%,0.2%,1.2,64
COc1ccc(OCc2cc(C(=O)N(C)Cc3cnccn3)no2)c(Cl)c1,3.1%,-39%,-4%,-64%,.,.,0.3%,.,1.0,59
N#Cc1ccc(CSc2nnc(-c3ccncc3)n2CCc2ccccc2)cc1,.,4%,-11%,12%,1.2,i,0.1%,5.2%,0.4,92
CCCC(C(=O)NC1CCCC1)N(C(=O)Cn1nnc(-c2ccc(C)o2)n1)C1CCCC1 (stereo not drawn),0.2%,12%,3%,3%,1.1,i,0.3%,0.4%,1.0,61
CCc1cc2c(=O)c(-c3cnn(-c4ccccc4)c3)c(C)oc2c(CN2CCCCC2)c1O,1.7%,20%,8%,10%,0.9,i,0.2%,14%,0.8,100
C=CCN(c1ccccc1Cl)S(=O)(=O)c1cccc(C(=O)NCCc2ccc(OC)cc2)c1,12%,6%,-30%,26%,1,i,-0.2%,-2.3%,2.2,64
Fc1ccc(C(c2ccc(F)cc2)N2CCN(C/C=C/c3ccccc3)CC2)cc1,.,1%,.,-20%,1.1,i,0.2%,2.8%,8.8,63
COc1ccccc1NC(=O)Cn1c2ccc(F)cc2c2nc3n(c(=O)c21)CCS3,-2.5%,18%,-33%,-10%,.,.,-0.1%,.,4.8,39
COc1ccc(C2NC(C(=O)O)Cc3c2[nH]c2ccccc32)cc1CN1CCN(c2ccc(F)cc2)CC1 (stereo not drawn),-2.1%,-19%,-5%,-5%,.,i,0.0%,.,5.1,56
O=C(Nc1ccc2ccccc2c1)/C(=C\c1ccc2c(c1)OCO2)NC(=O)c1ccco1,0.2%,-2%,17%,-16%,1.1,.,0.5%,0.5%,1.2,60
C=CCn1c(SCC(=O)NC2CCCCC2)nnc1-c1sc(N)nc1C,-5.9%,8%,17%,-12%,1.2,i,0.2%,-1.9%,-1.0,52
CCN1CCN(c2cc3c(cc2F)c(=O)c(S(=O)(=O)c2ccccc2)cn3C)CC1,-2.7%,13%,-33%,-11%,.,.,-0.1%,.,1.3,66
CS(=O)(=O)N1N=C(c2ccccc2)CC1c1cccs1 (stereo not drawn),1.2%,-2%,-17%,21%,1.1,i,-0.1%,-0.4%,0.5,44
CC(C)c1ccc(NC(=O)c2cnn(-c3ccccc3)c2NC(=O)c2ccco2)cc1,-13%,-23%,7%,20%,1.1,i,-0.3%,-1.4%,0.0,37
Cc1sc(=NC(=O)c2ccco2)n(C)c1-c1ccc(Cl)cc1,3.9%,-22%,-16%,-71%,1,i,-0.2%,0.4%,0.2,46
CC(=O)CSc1nnc(C(F)(F)F)n1C,0.1%,14%,12%,2%,.,i,0.1%,.,2.7,46
Cc1c(Cl)cccc1Nc1nc(N)nc(CSC(=S)N2CCOCC2)n1,5.0%,-3%,-32%,2%,1,i,-0.4%,-3.0%,0.0,80
Cc1ccc(NC2CCCN(C(=O)c3c(C)noc3C)C2)cc1C (stereo not drawn),7.8%,13%,4%,-12%,.,.,-0.1%,.,-1.1,74
O=S(=O)(N1CCOCC1)N1CCOCC1,2.1%,11%,-44%[20 µM],2%,.,.,-0.3%,.,0.0,52

# High-throughput results deposited in PubChem by several laboratories.
